CDK5 p35 inh – inhibitors of human CDK5/p35 kinase; Recombinant CDK5/p35, ADP-Glo luminescence, 60 min; inhibition, % at 10 µM; actives 0.01% (n = 330,000);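 active = highest replicate inhibition of at least 50% and at least 75% of replicates reaching 50%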;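 also: plate controls were DMSO neutral control for no effect and GW8510 at 10 µM for full effect; many of its hits are not listed in these tables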
phage Ecoli inh – E. coli growth loss with phage present | growth absorbance | inhibition, % at 11.9 µM | actives 0.26% (n = 360,000) | AID 651602; in the data active = inhibition above about 11%
Tat transport – blocks Tat-dependent protein export in E. coli. E. coli MC4100 TorA-mCherry Tat export, fluorescence. inhibition, % at 10 µM. actives 0.036% (n = 340,000);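 active = mean replicate inhibition at least 50% and at least half of replicates individually reaching 50%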;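 also: exported cargo escapes ClpAP degradation while cytoplasmic cargo is degraded and loses fluorescence; 0% = median of neutral control wells and 100% = median of NaSCN control wells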
Ecoli viability – reduces bacterial viability in AddAB counter-screen; E. coli V3065 growth, OD600 absorbance, 18 h; inhibition, % at 11.9 µM; actives 0.27% (n = 330,000); AID 449728;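 active = inhibition above the campaign's mean inhibition across all tested compounds plus 3 SD, cut at about 9.9% in these data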;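 also: uninfected addAB+ strain grown without phage in ampicillin broth; 0% = DMSO wells and 100% = ciprofloxacin 0.95 µg/ml wells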
Mot1-301 SUMO – inhibitors of SUMOylation pathway: yeast Mot1-301 growth rescue | actives 1% (n = 320,000) | S. cerevisiae Mot1-301 growth rescue, ATP luminescence, 38.5C; percent above DMSO median, 100 means doubled | growth rescue, % at 18.8 µM;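 active = every valid replicate shows activation above 250% relative to neutral control wells; inactive = the rest, any valid replicate at or below 250%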;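 also: OY570 slx delta 5 strain wells were the positive control but not used for scaling; some compounds called inactive have numbers as strong as hits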
DAGLB inhibitor – diacylglycerol lipase beta (human) inhibition | Q8NCG7 | HEK293T DAGLB membrane lysate, EnzChek fluorogenic substrate | inhibition, % at 5.17 µM | actives 0.059% (n = 340,000); in the data active = inhibition above about 34%;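 also: 0% = enzyme with vehicle and 100% = wells lacking enzyme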
HTR5A inv ctr – counter-screen for OPRM1-OPRD1 inverse agonists: human HTR5A inverse agonism; inhibition, % at 9.3 µM; HTR5A cell line, luminescence; AID 504634; P47898; actives 0.083% (n = 340,000); in the data active = inhibition mostly above about 23%, no sharp cut-off; inactive = mostly below about 18%;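 also: 0% = cells with DMSO and 100% = no-cell wells with DMSO; some compounds called inactive have numbers as strong as hits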
Target sequence (P47898 whole entry, looked up): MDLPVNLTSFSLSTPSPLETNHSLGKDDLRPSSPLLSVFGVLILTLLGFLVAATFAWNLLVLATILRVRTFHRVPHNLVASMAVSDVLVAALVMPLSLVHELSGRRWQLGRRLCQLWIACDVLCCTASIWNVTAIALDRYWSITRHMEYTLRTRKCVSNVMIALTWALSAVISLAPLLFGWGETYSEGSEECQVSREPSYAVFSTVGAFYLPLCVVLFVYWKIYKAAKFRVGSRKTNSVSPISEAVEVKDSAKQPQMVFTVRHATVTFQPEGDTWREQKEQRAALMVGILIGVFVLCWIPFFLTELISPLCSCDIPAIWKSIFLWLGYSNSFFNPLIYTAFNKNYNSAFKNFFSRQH
AddAB inh – less growth of phage-infected E. coli with AddAB. E. coli expressing H. pylori AddAB, absorbance growth. actives 0.29% (n = 330,000). AID 435030. inhibition, % at 11.9 µM; in the data active = inhibition above about 12%;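 also: 0% = vehicle wells of infected cells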
PKA-R1A act – PKA-R1A complex activation. P00514+P68181. PKA-R1A dissociation, Cy5-IP20 fluorescence polarization; scaled: DMSO 0%, 113 µM cGMP 100%. activation, % at 11.4 µM. actives 0.083% (n = 340,000). AID 504707;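 active = percent activation above the mean of all tested compounds plus 3 SD, cut at about 19% in these data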;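 also: higher means more PKAc released from R1A so a rise in polarization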
HTR5A ag ctr – activates human HTR5A in OPRM1-OPRD1 agonist counter-screen; P47898; HTR5A agonist assay, luminescence, cell-based; activation, % at 9.3 µM; actives 0.61% (n = 340,000); in the data active = activation mostly above about 9.5%, no sharp cut-off; inactive = mostly below about 7.6%;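 also: 0% = cells with vehicle only and 100% = reference agonist; strong numbers were not always called active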
PKA-R2B act – PKA-R2B complex activation | P22694+P31323 | PKA-R2B holoenzyme dissociation, Cy5-IP20 fluorescence polarization; R2B truncated from residue 108, S112A mutant; 0% DMSO only, 100% 113 µM cGMP | activation, % at 11.4 µM | actives 0.079% (n = 340,000);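 active = activation above a cutoff set at the mean over all compounds plus 3 SD, cut at about 18% in these data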;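 also: higher means more holoenzyme dissociation and a rise in polarization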
Target sequence (P31323 whole entry, looked up, other chains not shown, the tested form may be a part): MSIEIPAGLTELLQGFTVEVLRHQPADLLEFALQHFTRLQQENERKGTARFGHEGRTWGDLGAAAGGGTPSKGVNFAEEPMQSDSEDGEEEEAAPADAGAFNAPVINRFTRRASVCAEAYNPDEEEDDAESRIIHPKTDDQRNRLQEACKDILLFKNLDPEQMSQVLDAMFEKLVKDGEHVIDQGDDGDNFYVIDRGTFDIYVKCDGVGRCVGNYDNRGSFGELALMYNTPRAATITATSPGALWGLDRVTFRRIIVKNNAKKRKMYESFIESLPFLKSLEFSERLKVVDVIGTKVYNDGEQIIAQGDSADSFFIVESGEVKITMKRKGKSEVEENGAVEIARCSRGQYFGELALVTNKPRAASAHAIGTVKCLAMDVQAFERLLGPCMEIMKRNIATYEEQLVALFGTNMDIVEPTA
* marks the source's active call; other numbers are inactive results; i = inactive; . = no result given.

SMILES	CDK5 p35 inh	phage Ecoli inh	Tat transport	Ecoli viability	Mot1-301 SUMO	DAGLB inhibitor	HTR5A inv ctr	AddAB inh	PKA-R1A act	HTR5A ag ctr	PKA-R2B act
COc1cc(/C=N\Nc2ccc([N+](=O)[O-])cc2)ccc1OCC(=O)Nc1ccc(C)c(C)c1	0.1	1.9	-6	.	.	1	7	.	-4	-8	6
O=C(Nc1ccccc1)C1CC=CCC1C(=O)OCC1CCCO1 (stereo unspecified)	-2.6	0.2	3	0.8	4	-1	2	1.9	-3	-3	0
O=C(c1cccc(Oc2ccccc2)c1)N1CCOCC1	2.1	2.0	-2	0.9	-6	-2	0	-0.7	10	2	2
COc1ccc(/C=N\NC(=O)c2cccc(Br)c2)c(OC)c1	-0.1	0.2	-4	0.8	i	0	-4	4.0	-4	-1	3
CCCOc1ccc(/C=N/NC(=O)C2CC2)c(OCCC)c1	-1.6	0.8	2	-0.1	-12	-2	-14	3.7	5	5	6
O=C(N/N=C/c1cccc(Oc2ccccc2)c1)c1cc[n+]([O-])cc1	-1.5	3.2	1	1.3	752	-2	9	0.0	-1	-3	-7
COc1ccc(CC(C)N2CCN(Cc3ccccc3)CC2)c(OC)c1 (stereo unspecified)	0.1	3.8	-12	-0.9	22	0	-18	0.9	-3	2	-6
CN(Cc1c(F)cccc1Cl)S(=O)(=O)c1cccs1	-0.8	2.8	-8	-0.6	143	-6	2	4.7	4	-1	3
CCn1nnnc1NCc1ccc(OCc2c(F)cccc2Cl)c(OC)c1	1.8	2.2	5	-0.3	75	-3	15	4.6	-6	2	3
CC(=O)Nc1ccc(S(=O)(=O)N2CCN(c3nc4ccccc4n3CC(C)C)CC2)cc1	-0.2	2.0	5	.	-10	0	21	.	8	-6	3
Cc1cc(C(=O)Nc2cc(S(C)(=O)=O)ccc2Cl)c(C)o1	-1.4	0.0	2	-1.1	-1	1	4	-1.9	-2	-1	-1
O=C(COC(=O)c1nc(Cl)ccc1Cl)NCc1ccc(Cl)cc1	-1.7	0.4	-1	0.5	-5	-1	4	0.8	2	-2	0
CCOC(=O)/C=C(\C)N1N=C(c2ccccc2)CC1c1ccccc1 (stereo unspecified)	-1.3	3.6	9	-2.3	.	-2	-15	-1.7	4	8	5
CCOc1ncccc1C(=O)OCC(=O)Nc1cccc(C(C)=O)c1	0.2	0.7	7	2.0	-6	0	5	0.8	1	2	-6
COC(=O)[C@@H](NCc1ccc(OC)c(B(O)O)c1)C(C)C	0.5	0.1	-3	.	.	-2	6	.	-1	-2	-4
CCOC(=O)C1CCCN(C(=O)c2ccc(S(=O)(=O)Nc3ccccc3OC)cc2)C1 (stereo unspecified)	0.4	4.5	-4	1.2	-4	1	14	0.5	-6	-6	-1
COc1ccc(-c2ccnc3nc(Sc4ncc(C(F)(F)F)cc4Cl)nn23)cc1	-2.3	1.5	-2	0.5	-2	-7	-5	1.4	-13	2	-1
Cc1ccc(S(=O)(=O)N2CCN(C(=O)C3CCCO3)CC2)cc1C (stereo unspecified)	-2.5	-0.2	4	1.4	0	3	2	1.7	0	4	2
CC(=O)Nc1sc(C)c(C)c1C(=O)OCC(=O)Nc1ccccc1	-0.1	1.2	5	-3.5	21	-5	-4	0.3	-20	5	-21
COc1cc(NC(=O)Cn2c(=O)n(-c3cccc(C)c3)c(=O)c3c(C)c(C)sc32)cc(OC)c1	-1.8	4.8	-6	1.2	21	-4	14	2.7	-6	-6	5
CCCC(c1nnnn1C(C)(C)C)N1CCN(Cc2ccccc2)CC1 (stereo unspecified)	-7.1	2.4	6	-0.2	288	-3	-26	-1.6	-1	0	-8
Fc1ccccc1NC(=S)NC1CCCC1	0.1	2.6	-3	0.6	-8	-3	6	-0.8	5	-2	3
O=C(O)COc1ccccc1/C=C1\SC(=S)N(/N=C/c2ccccc2O)C1=O	-4.6	0.7	2	1.5	-6	2	15	2.4	-7	-2	-12
O=[N+]([O-])c1cccnc1Sc1ccc(Cl)cc1	0.7	2.0	-6	-2.9	-2	-3	3	-2.4	0	-1	9
Cc1nnsc1C(=O)Nc1ccc(Cl)cc1Cl	0.7	2.5	-2	2.8	-17	0	-18	0.7	-4	-3	4
O=P(Cc1cc(Br)cc(Br)c1OCCO)(c1ccccc1)c1ccccc1	-0.7	0.1	-4	2.9	-13	2	7	2.6	0	-3	3
CC(C)CC1CCCCC1OC(=O)C[N+]1(C)CCCCC1 (stereo unspecified)	1.0	2.1	3	0.9	22	-3	5	0.7	-6	-2	0
O=C(CSc1nnnn1-c1ccc(O)cc1)c1cc2ccccc2o1	1.4	2.1	6	-0.5	-10	-2	-11	4.9	-3	0	1
CCCCN(C(=O)CCC(=O)Nc1cc(C)on1)C(C(=O)NC1CCCC1)c1ccc(OCC)cc1 (stereo unspecified)	1.3	-1.2	3	-1.6	1	-2	-9	0.7	12	3	-6
CC(C)NC(=O)NC(=O)COC(=O)CCOc1ccccc1	-0.4	3.8	10	0.2	.	1	11	3.6	-5	3	-5
Cc1ccc(C2=CSC3=NCCN23)c(C)c1	-0.6	1.1	-1	1.8	-29	0	-17	1.5	5	-3	-9
CCCn1c(NCc2c[nH]c3ccccc23)nc2ccccc21	0.5	4.9	0	0.9	274	0	-1	0.2	1	3	3
Cc1nonc1OCCNCCNc1ccccc1[N+](=O)[O-]	-1.3	5.2	2	4.1	75	4	-8	7.2	-9	-4	5
CCC(OC(=O)c1nsc(Cl)c1Cl)C(=O)NCc1ccco1 (stereo unspecified)	2.6	-1.6	2	0.0	-5	0	31	-1.2	6	-1	5
CCC(=O)NC(O)C(=O)c1ccc(C)cc1 (stereo unspecified)	0.8	1.4	-4	-0.6	77	-3	1	-1.5	7	1	-7
C/C(=N/NC(=O)c1ccc(C)nc1)c1ccc2c(c1)CCCC2	0.1	0.4	2	-1.6	-9	-3	5	3.2	-2	-3	-2
O=C(O)c1cccc(S(=O)(=O)NCC2CCCO2)c1 (stereo unspecified)	0.8	-1.1	2	0.3	50	1	-7	2.5	9	3	-1
COc1ccc(C(=O)COC(=O)c2c(C)noc2C)cc1Cl	-1.3	1.5	6	1.8	2	-1	2	1.0	9	-1	-7
CSc1ccc(CNCc2ccco2)cc1	0.7	2.6	5	2.6	24	-3	-20	4.2	7	7	-5
CCOC(=O)[C@H]1[C@H]2COc3ccc(C)cc3[C@@H]2N2C(=O)c3ccccc3NC(=O)[C@@]12C	0.0	3.3	-18	0.1	-7	-1	2	0.0	-18	9	-8
Cc1ccc(C(=O)NC(C)c2ccncc2)o1 (stereo unspecified)	-1.1	3.2	-1	4.0	-11	-1	-2	5.7	-5	2	-3
O=C(CNC(=O)c1ccccc1)OCc1nnc(-c2ccc(Cl)cc2)o1	-0.2	1.4	-9	1.6	-3	0	2	4.0	-11	1	2
COc1ccc(CCN2CC(C(=O)NCc3nc4ccccc4n3C)CCC2=O)cc1 (stereo unspecified)	-3.8	1.4	3	3.1	-14	-2	-15	2.5	-8	-4	-7
O=C1CC(c2ccccc2)CC(O)=C1C=NCC1CCCO1 (stereo unspecified)	-1.4	3.7	14	0.9	-28	-5	-26	2.2	-5	9	-12
O=c1cc(CSc2n[nH]c(-c3ccncc3)n2)nc2sccn12	0.2	3.1	-7	0.6	-13	-1	-17	1.2	-3	4	-2
Cc1cc(C)cc(NC(=S)N(CCN(C)C)Cc2cccs2)c1	-3.3	1.0	7	0.1	3	0	-6	3.2	4	2	-9
Cc1oc(-c2ccccc2)nc1C(=O)N1CCN(c2ccc(F)cc2)CC1	-1.9	2.1	-5	1.5	582	-11	6	6.8	-7	-2	-9
COc1ccc(-c2cc(C(F)(F)F)nc(SCC(N)=O)n2)cc1	-1.7	1.1	-6	2.0	6	0	9	0.4	-7	-4	-4

The final 2 compounds of the section above come first, to join the parts:
SMILES	CDK5 p35 inh	phage Ecoli inh	Tat transport	Ecoli viability	Mot1-301 SUMO	DAGLB inhibitor	HTR5A inv ctr	AddAB inh	PKA-R1A act	HTR5A ag ctr	PKA-R2B act
Cc1oc(-c2ccccc2)nc1C(=O)N1CCN(c2ccc(F)cc2)CC1	-1.9	2.1	-5	1.5	582	-11	6	6.8	-7	-2	-9
COc1ccc(-c2cc(C(F)(F)F)nc(SCC(N)=O)n2)cc1	-1.7	1.1	-6	2.0	6	0	9	0.4	-7	-4	-4
c1ccc2sc(SCSc3nc4ccccc4s3)nc2c1	1.2	0.7	2	0.3	225	-7	-6	1.0	-11	1	2
COc1cc(/C=N/NC(=O)c2ccncc2)ccc1OCC(=O)Nc1cccc([N+](=O)[O-])c1	-1.0	2.2	7	-1.1	117	-4	-48	3.2	-6	11	5
CC(OC(=O)c1nn(C)c(=O)c2ccccc12)C(=O)NCc1ccc2c(c1)OCO2 (stereo unspecified)	0.5	2.1	1	0.8	-1	0	-5	5.0	-5	2	-4
Cc1ccc(S(=O)(=O)N2CCN(C(=O)COC(=O)CCOc3cc(C)ccc3C)CC2)cc1	6.8	2.1	2	0.1	-6	-4	14	6.4	-12	-5	2
CCSc1ncc(C#N)c(=O)[nH]1	-0.3	0.9	23	0.4	45	3	-17	1.9	-7	6	4
Cn1nnnc1NCc1ccccc1F	-0.4	-2.6	-2	0.9	3	2	-10	-0.7	6	3	1
CCN1CCN(C(=O)Cn2nc(C)c3sc4ccccc4c3c2=O)CC1	-0.6	1.4	-9	-3.4	-8	0	-1	2.9	1	0	-1
O=C(NCc1ccccc1Cl)c1ccc(CS(=O)Cc2ccc(Cl)cc2)o1 (stereo unspecified)	1.3	1.4	-8	-0.1	1	1	-11	3.9	9	-2	1
CCN1CCN(c2ncc(C(=O)Nc3ccccc3C(=O)OC)c3ccccc23)CC1	-0.5	0.6	29	-1.0	.	5	-28	-3.3	5	7	6
O=C(c1cccc(F)c1)N1CCCC(C(=O)N2CCCCCC2)C1 (stereo unspecified)	-1.0	0.2	-4	-3.2	-21	-2	-6	-2.2	3	2	0
COc1ccc([C@@H]2[C@@H]3C(=O)N(C(C)(C)C)C(=O)[C@@H]3[C@]3(Cc4ccc(Cl)cc4)C(=O)N(c4cccc(F)c4)C(=O)N23)cc1	-0.2	4.1	1	-1.4	1	-2	-10	1.3	-4	1	2
COc1ccc(/C=N/OCC(=O)N=Nc2c(O)[nH]c3ccc(Br)cc23)cc1OC	-2.4	1.9	0	-0.6	6	3	-8	-0.2	-1	3	-6
Cc1[nH]c2ccccc2c1-c1ccc(Cl)nn1	-0.5	3.0	-2	3.2	16	0	-2	4.7	-9	1	5
N#CC1(c2ccccc2)CCC(=O)N1c1ccccc1 (stereo unspecified)	-0.5	0.5	-2	1.9	614	2	-18	5.3	4	4	-3
CC1CCCC(C)N1C(=O)Cn1nnc(-c2ccccc2)n1 (stereo unspecified)	1.0	-2.5	3	-2.6	-11	-5	6	-2.4	-11	-2	-4

Only phage Ecoli inh and HTR5A inv ctr, for two of the compounds above:
Compound,phage Ecoli inh,HTR5A inv ctr
O=C(NCc1ccccc1Cl)c1ccc(CS(=O)Cc2ccc(Cl)cc2)o1 (stereo unspecified),1.4,-11
CC1CCCC(C)N1C(=O)Cn1nnc(-c2ccccc2)n1 (stereo unspecified),-2.5,6

Rows are unselected, and some 2.3% of all compounds hit somewhere here.
